# Bioassay records: PubChem, several laboratories
# Lipid droplet = modulators of hepatic lipid droplet formation | hit rate 0.4% among 240,000 | AML12 mouse hepatocytes, oleate lipid droplets, BODIPY imaging | inhibition, % at 6.5 µM;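 active means lipid droplet intensity inhibited by at least 50%, with more than 500 cells counted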
#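 Material – AML12 mouse liver cells · Also added – oleate loading, 100 µM · Compound dosing – 6.5 µM single-point dosing · Times – overnight treatment with compound plus oleate · Measured by – fluorescence imaging, 20x objective, two fields per well · Read-out – percent inhibition of filter-corrected integrated lipid droplet intensity per well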
# Autophagy mod = modulators of autophagy; calls only at 10 µM (by protocol); AID 463193; hit rate 0.98% among 190,000; MEF GFP-LC3 puncta imaging; test concentration mostly 10 µM;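 active means percentage of spot-positive cells more than 3 SD above its plate mean, without a fluorescence outlier flag or 80% toxicity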;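 further: spot-positive cell cutoff set from DMSO-treated cells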
# PhoP inhibition = PhoP-dependent GFP reporter repression – Salmonella Typhimurium, primary screen (AID 1863) | S. Typhimurium PhoP-regulated promoter GFP reporter, 4 h; higher % means a stronger effect | one-dose inhibition, % at 50 µM; IC50 in µM for titrated hits | hit rate 0.16% among 300,000;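 active means inhibition over 29.93%, a cutoff 3 SD above the screen mean, later confirmed by dose response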;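 further: 0% = low Mg2+ inducing control and 100% = high Mg2+ repressing control; strong numbers were not always called active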
# Insulin prom up = MIN6 insulin promoter up-regulation; MIN6 insulin promoter-GFP reporter, high-content imaging; stronger effect = higher value; z-score at 5 µM; hit rate 0.3% among 190,000; AID 1625;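 active means z-score above 3 at 5 µM with at least 500 cells counted in the well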
# Dynein transport = blocks dynein driven cargo transport along microtubules | 3617.4 mouse cells, GR-EGFP nuclear translocation imaging; test concentration mostly 20 µM; stimulated with dexamethasone, 1 µM; stronger effect = lower value | z-score, hits read low | hit rate 0.47% among 220,000 | AID 1381;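 active means plate z-score of nuclear minus cytoplasmic receptor signal below a set negative limit, without overly bright fluorescence or cell loss, cut at about -3.5 in these data, passing the limit was not always enough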;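 further: z-score of nuclear minus cytoplasmic ring GR-EGFP intensity difference per well; some compounds called inactive have numbers as strong as hits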
#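 Schedule: 48 h induction, then 1 h compound, then 30 min agonist, 37 °C. Buffer or medium: tetracycline-free induction medium containing charcoal-stripped FBS. Reagent: 1.0 µM final dexamethasone stimulus. Evaluation: nuclear versus cytoplasmic GR-EGFP signal, averaged per well. Signal: high-content fluorescence imaging after fixation.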
# bCat nuc transl = modulators of beta-catenin nuclear translocation. HeLa beta-catenin nuclear translocation, immunofluorescence imaging. nuclear translocation activity, % at 5 µM. hit rate 0.3% among 190,000. AID 1665;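 active means nuclear translocation activity above 50% at 5 µM, with a well cell count of 50 or more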;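 further: per-cell ratio of nuclear to cytoplasmic median beta-catenin stain intensity; plate controls were DMSO negative control for no effect and GSK-3 inhibitor IX positive control for full effect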
#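 Test system: human HeLa cell line; Doses: 5 µM primary, 0.02–20 µM confirmation; Incubation: 24 h compound exposure, 37°C; Detection: beta-catenin immunofluorescence imaging with DAPI; Read-out: beta-catenin nuclear/cytoplasmic ratio, % activation.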
# T cell modulator = modulates CD8 T cell binding to vesicles | hit rate 0.068% among 330,000 | 2C CD8+ T cell-vesicle binding, flow cytometry; stronger effect = lower value | calls only at 7 µM;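 active means response, share of CD8 T cells binding vesicles, and their 90th percentile fluorescence all below set limits, cut at about 80% in these data, passing the limit was not always enough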
#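 Assay system: 2C TCR transgenic mouse naive CD8+ T cells, MACS-purified | Read-out: CD8+ gate FL2 mean fluorescence as % of same-row positive control | Signal: High-throughput flow cytometry with anti-B7-1 and anti-CD8 staining | Timing: Binding step 1.5 h, 37 °C, antibody labelling 20 min, ice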
# MT stabilize HCS = microtubule stabilization, imaging screen | HeLa tubulin immunostaining HCS, 24 h; share of cells brighter than vehicle mean+2SD | % tubulin-high responders, % at 10 µM | hit rate 0.83% among 200,000;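 active means plate Z-score above 3 for both tubulin-high and condensed-nucleus cell shares, with cell loss under 80%, at 10 µM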;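 further: anti alpha tubulin signal scored within the nucleus-defined area of each cell; some results filed as inactive read as strong as hits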
# CSM14.1 death rescue = rescue of cells from ER stress-induced death, primary screen, 384-well, CSM14.1, thapsigargin, ATP luminescence (AID 1222); CSM14.1 thapsigargin-induced death rescue, ATP luminescence; higher % means a stronger effect; one-dose cellular ATP content (survival), % at 20 µM; EC50 in µM for titrated hits; 190,000 tested, under 10 active;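 active means EC50 below 50 µM in the dose-response confirmation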;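 further: death triggered by thapsigargin at about 15 µM added after 2 h compound pretreatment; cell ATP read after overnight thapsigargin exposure of roughly 18 to 22 hours; normalized against plate controls of thapsigargin alone and 5% DMSO vehicle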
# Dynein transport cytoplasmic EGFP = further read-out of Dynein transport, marked with its call; z-score; measured here: cytoplasmic GR-EGFP intensity; stronger effect = higher value
# Dynein transport nuclear GR-EGFP = further read-out of Dynein transport, marked with its call; z-score; measured here: nuclear GR-EGFP intensity;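 lower value marks the stronger effect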
# Dynein transport cell count = also measured in Dynein transport; calls as there; z-score; measured here: cell count per field
# Insulin prom up cell count = further read-out of Insulin prom up, marked with its call; cell count; measured here: cytotoxicity, nuclei count;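 total cells summed across four imaged fields per well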
# Lipid droplet cells 6.5 µM = further read-out of Lipid droplet, marked with its call; cell count; measured here: cell count, cytotoxicity flag;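 cells counted across two imaged fields per well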
# bCat nuc transl cell count 5 µM = also measured in bCat nuc transl; calls as there; cell count; measured here: cell count, cytotoxicity flag
# T cell modulator vesicle-bound % = recorded beside T cell modulator, whose call it bears; double positive events, %; measured here: CD8+ vesicle-bound cell fraction;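 binding gate set so that unloaded-vesicle control wells show 10% double positive cells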
# MT stabilize HCS Hoechst-high % = also measured in MT stabilize HCS; calls as there; % Hoechst-high responders; measured here: nuclear condensation Hoechst responders;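 share of cells brighter than vehicle mean plus two SD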
# MT stabilize HCS cytotoxicity % = second read-out of MT stabilize HCS, no call of its own (marks repeat the call); toxicity, %; measured here: cytotoxicity by cell density;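 0% = mean cell density of plate MIN control wells and 100% = no cells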
# Autophagy mod cell loss 18 h = second read-out of Autophagy mod, no call of its own (marks repeat the call); toxicity, %; measured here: cell loss, nuclei count;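 cell loss after 18 h compound exposure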
# An asterisk follows results filed as active; i = inactive; nt = not tested or not shown.
# Each structure is followed by: Autophagy mod cell loss 18 h	Dynein transport	T cell modulator vesicle-bound %	Insulin prom up cell count	MT stabilize HCS	Dynein transport nuclear GR-EGFP	bCat nuc transl	T cell modulator	MT stabilize HCS cytotoxicity %	bCat nuc transl cell count 5 µM	Insulin prom up	Dynein transport cell count	Lipid droplet	CSM14.1 death rescue	Dynein transport cytoplasmic EGFP	PhoP inhibition	MT stabilize HCS Hoechst-high %	Lipid droplet cells 6.5 µM	Autophagy mod
O=c1[nH]nc(CNc2ccc(Cl)cc2Cl)c2ccccc12
  13	-0.24	47	1289	3.5	0.21	0.3	i	5.7	1049	-0.12	0.25	5	nt	-0.31	0%	2.6	682	i
Cc1ccc(-c2cc(C(F)F)n3ncc(C(=O)Nc4c(C)nn(Cc5ccccc5Cl)c4C)c3n2)cc1
  17	0.0087	54	nt	2.1	-0.14	nt	i	2.5	nt	nt	0.077	nt	6.2%	-0.21	0%	2.5	nt	i
Cc1ccc(OCC(O)CN2CCN(CC(O)COC(C)C)CC2)c(C(C)(C)C)c1 (stereo unspecified)
  1	0.96	62	1249	2.9	1.4	0.6	i	4.5	1080	0.1	-2	-2	-0.7%	0.0027	9%	1.6	712	i
Cc1cccc(Nc2nc(N)c([N+](=O)[O-])c(N3CCC(C)CC3)n2)c1
  -10	0.75	26	1083	3.2	0.056	3.9	i	2.0	448	-0.58	0.03	38	-0.1%	-0.31	-4%	7.8	643	i
CCn1c(SCC(=O)c2ccc(O)c(O)c2)nnc1-c1ccc(C)cc1
  8	-1.2	36	1520	5.2	-0.7	-0.5	i	1.1	1351	-0.85	0.38	nt	2.3%	-0.18	1%	1.2	nt	i
N=C1C(c2ccccc2)=C(O)CN1c1ccc2c(c1)OCO2
  6	-0.78	39	1313	7.5	-0.22	0.6	i	6.7	1429	0.59	0.51	nt	-1.4%	-0.14	-2%	2.8	nt	i
O=C(NCc1ccc2c(c1)OCO2)C1CCC(CNS(=O)(=O)c2ccc(Cl)cc2)CC1 (stereo unspecified)
  12	-0.67	13	952	1.0	-0.34	nt	i	7.0	nt	0.08	0.15	nt	-0.5%	-0.31	24%	1.9	nt	i
O=C(CN1CCOCC1)Nc1ccccc1Cl
  -3	0.051	34	nt	1.2	0.029	nt	i	4.3	nt	nt	-0.22	20	-1.4%	-0.048	-3%	1.0	821	i
COc1ccc(C2C(C)C3(O)CC(C#N)(C(=O)N3)C2(C#N)C#N)cc1 (stereo unspecified)
  nt	0.2	40	1146	nt	0.016	-0.9	i	nt	1327	-0.07	-0.77	23	nt	-0.12	-9%	nt	681	nt
CCN1C(=O)c2cccc3c(NC(=O)C(C)(C)C)ccc1c23
  2	0.019	32	nt	2.0	0.31	-9.5	i	10	1152	nt	0.08	15	1.3%	-0.2	-2%	2.2	759	i
COC(=O)c1cc(NC(=O)Cc2ccc(OC)cc2)cc(C(=O)OC)c1
  -4	3.6	46	1271	1.8	2.1	-0.6	i	13	1249	0.66	-1.2	-1	-1.6%	0.57	-10%	0.9	755	i
O=C(Cc1cccs1)NC1CCCC1
  -6	-1.1	35	1667	3.1	-0.27	-0.8	i	6.7	1011	-0.21	1.1	-3	-1.9%	-0.31	nt	2.2	718	i
O=C(c1ccc(COc2ccc3c(c2)CCC3)o1)N1CCN(c2ccccc2)CC1
  -3	0.59	31	nt	12	0.56	nt	i	97	nt	nt	0.44	nt	nt	-0.18	nt	34	nt	i
Cc1cccc(CN2CCCC(C(=O)c3ccc4c5c(cccc35)CC4)C2)n1 (stereo unspecified)
  22	-0.79	27	nt	2.3	-0.15	-0.7	i	5.2	975	nt	0.18	-20	1.5%	-0.18	-6%	2.0	689	i
O=C(c1ccncc1)N1CCN(C(=O)c2cccs2)CC1
  -5	1	19	1379	3.4	0.46	-2.2	i	6.9	1148	0.31	-0.099	-9	-0.1%	-0.13	1%	1.2	768	i
COc1ccc(NC(=O)CN(C)S(=O)(=O)c2ccc(Cl)cc2)cc1Cl
  2	0.96	42	1515	3.7	-0.071	-0.3	i	3.0	1335	-0.27	-1.4	nt	1.6%	-0.053	-1%	2.1	nt	i
O=c1oc2ccccc2c2c1SC(C(F)(F)F)C2 (stereo unspecified)
  6	-0.078	55	1458	4.4	-0.16	2.2	i	0.6	696	-0.56	1	nt	0.1%	-0.19	5%	1.8	nt	i
O=C1CCCc2c1sc1nc3n(c(=O)c21)CCCCC3
  4	-0.43	21	861	2.6	0.018	-7.2	i	4.0	1088	0.03	0.56	6	-4.2%	-0.25	9%	2.4	828	i
COc1ccc(Oc2cccc(Cl)c2CNC(=O)c2ccccc2C(=O)O)cc1
  nt	-1.1	46	1479	nt	-0.79	-2.0	i	nt	1224	1.4	1.7	1	nt	-0.3	-7%	nt	678	nt
CSc1ccccc1NC(=O)c1ccccn1
  14	-0.13	12	1326	3.8	0.14	0.6	i	3.9	1223	0.07	0.23	6	-4.4%	-0.16	-1%	1.8	725	i

# Some values from the results shown:
# Cc1cccc(Nc2nc(N)c([N+](=O)[O-])c(N3CCC(C)CC3)n2)c1 in MT stabilize HCS reads 3.2
# Cc1ccc(OCC(O)CN2CCN(CC(O)COC(C)C)CC2)c(C(C)(C)C)c1 (stereo unspecified) in Autophagy mod cell loss 18 h reads 1

# (more compounds)
# Each structure is followed by: Autophagy mod cell loss 18 h	Dynein transport	T cell modulator vesicle-bound %	Insulin prom up cell count	MT stabilize HCS	Dynein transport nuclear GR-EGFP	bCat nuc transl	T cell modulator	MT stabilize HCS cytotoxicity %	bCat nuc transl cell count 5 µM	Insulin prom up	Dynein transport cell count	Lipid droplet	CSM14.1 death rescue	Dynein transport cytoplasmic EGFP	PhoP inhibition	MT stabilize HCS Hoechst-high %	Lipid droplet cells 6.5 µM	Autophagy mod
Cn1cnc([N+](=O)[O-])c1S(=O)(=O)c1ccc(Cl)cc1
  7	-4.2*	nt	898	1.9	-1.9*	nt	nt	0.5	nt	0.04	0.27*	-3	-1.5%	1.8*	8%	2.6	647	i
O=C(O)CCC(=O)NCc1c(Cl)cccc1Sc1ccc(Cl)cc1
  nt	0.48	40	1442	nt	0.036	-0.3	i	nt	1103	-0.61	0.96	1	nt	-0.14	-10%	nt	632	nt
CCC(C)NC(=O)C1CCN(C(=O)c2ccccc2)CC1 (stereo unspecified)
  -1	-0.078	31	1398	2.8	-0.16	-0.7	i	3.0	1415	1.3	-0.069	nt	-2.2%	-0.3	7%	1.4	nt	i
C/C(=N\NC(=S)Nc1cccc(C)c1)c1ccco1
  1	0.16	55	1435	3.2	0.21	-0.3	i	10	1615	-0.57	-0.064	-4	i	-0.3	-1%	2.3	707	i
O=C(C1=NN[C@@H]2C(=O)N(c3cccc(C(F)(F)F)c3)C(=O)[C@H]12)C(c1ccccc1)c1ccccc1
  7	-0.86	44	1390	5.0	-0.5	-0.3	i	9.2	1078	-0.22	0.63	1	-1.1%	-0.17	-1%	3.2	588	i
FC(F)(F)c1cnc(Nc2ccc(N3CCOCC3)cc2)c(Cl)c1
  6	1.3	4	1168	2.2	0.86	2.0	i	10	775	0.25	-0.3	nt	-1.3%	-0.25	-11%	2.3	nt	i
O=C(c1ccco1)N(Cc1nc2ccccc2c(=O)[nH]1)C1CCCC1
  -5	-0.38	58	1375	1.6	-0.19	2.5	i	8.7	1357	-0.45	0.9	3	-2.2%	-0.22	-4%	1.2	753	i
O=C(Nc1ccccc1)c1ccccc1Oc1ccc(C(F)(F)F)cc1[N+](=O)[O-]
  -1	-0.76	33	1286	3.1	-0.53	-0.3	i	9.0	952	-0.28	0.43	-16	0.8%	-0.29	-17%	2.7	671	i
CCOc1ccc(/C=C(\C#N)C(=O)c2c(C)[nH]c3ccccc23)cc1OC
  -4	-0.73	6	1375	4.4	-0.55	1.6	i	4.9	493	-0.07	0.94	-23	-2.0%	-0.32	0%	2.5	652	i
Cc1cnc(C(=O)Nc2ccc(-n3cnnn3)cc2)cn1
  -4	-0.36	11	1060	2.2	-0.051	-0.6	i	21	1036	0.07	1.2	8	nt	-0.19	-2%	1.9	711	i
CCOc1ccc(Nc2nc(CC(=O)OC)cc(=O)[nH]2)cc1
  -3	0.15	35	1270	3.1	0.5	nt	i	3.8	nt	1.4	-0.12	-19	-1.6%	-0.025	-3%	3.1	760	i
CCCN1CCC(=NNc2ccc(S(=O)(=O)N(CC)CC)cc2[N+](=O)[O-])CC1
  50	0.24	60	1075	14	-0.39	112*	i	42	138*	0.76	0.12	-39	0.4%	-0.33	-3%	32	517	i
